H9c2 protect = cardioprotection against H2O2-induced cell death, primary screen, uHTS, H9c2 cells, ATPLite luminescence; 360,000 compounds, 0.63% hits; AID 588492, 2011; protection from H2O2 cell death, % at 20 µM; H9c2 cardiomyocytes, H2O2 injury protection, 2 h;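 active = compounds giving at least 50% protection of heart cells from peroxide-induced death in the single-dose screen, raw or plate-pattern-corrected value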;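 also: 0% = DMSO wells with peroxide and 100% = DMSO wells without peroxide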
NCOA2 inhibitor = inhibition of GAL4-SRC2 driven luciferase reporter, primary screen, SRC2 inhibitor project, cell-based, luminescence | Nuclear receptor coactivator 2 (Homo sapiens), Q15596 | HEK293 GAL4-SRC2 luciferase reporter | inhibition, % at 9 µM | 370,000 compounds, 0.17% hits | AID 651957, 2012;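 active = inhibition above the mean inhibition of all tested compounds plus 3 SD, set per campaign, cut at about 52% in these data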;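 also: 0% = DMSO treated cells and 100% = cells given Gossypol at 36 µM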
HTR2A ag = mouse Htr2a agonists via beta-arrestin recruitment, primary screen, cell-based, luminescence; 5-hydroxytryptamine receptor 2A (Mus musculus), P35363; CHO-K1 mHTR2A beta-arrestin complementation; percent of 30 µM serotonin response; activation, % at 7.6 µM; 360,000 compounds, 0.66% hits; AID 624169, 2012;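 active = activation above a run cutoff, the mean activation of all tested compounds plus 3 SD, cut at about 14% in these data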;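 also: 0% = plate median of compound wells and 100% = 30 µM serotonin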
ABHD5-PLIN5 inh = ABHD5-PLIN5 interaction inhibitors, primary screen, cell lysate, split luciferase complementation, luminescence. Perilipin-5 (Homo sapiens) + 1-acylglycerol-3-phosphate O-acyltransferase ABHD5 (Homo …. inhibition, % at 4 µM. AID 602281, 2012. 360,000 compounds, 0.78% hits. Split G. princeps luciferase complementation, 4 h;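 active = inhibition above the mean inhibition across every tested compound plus 3 SD, cut at about 22% in these data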;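 also: 0% = DMSO only wells and the 100% control is not disclosed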
MC4R antag cAMP = MC4R antagonists of cAMP signaling, primary screen, cell-based, TR-FRET, antagonist arm of biased-ligand search. 360,000 compounds, 0.48% hits. inhibition, % at 6.5 µM. Melanocortin receptor 4 (Homo sapiens), P32245. MC4R-expressing cells, MTII-stimulated cAMP, LANCE TR-FRET. AID 540295, 2011;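 active = inhibition above its plate's cutoff, the mean of tested wells on that plate plus 3 SD, cut at about 29% in these data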;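 also: 0% = Melanotan II alone and 100% = Melanotan II plus saturating MCL0020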
Target sequence (P32245 whole entry, looked up): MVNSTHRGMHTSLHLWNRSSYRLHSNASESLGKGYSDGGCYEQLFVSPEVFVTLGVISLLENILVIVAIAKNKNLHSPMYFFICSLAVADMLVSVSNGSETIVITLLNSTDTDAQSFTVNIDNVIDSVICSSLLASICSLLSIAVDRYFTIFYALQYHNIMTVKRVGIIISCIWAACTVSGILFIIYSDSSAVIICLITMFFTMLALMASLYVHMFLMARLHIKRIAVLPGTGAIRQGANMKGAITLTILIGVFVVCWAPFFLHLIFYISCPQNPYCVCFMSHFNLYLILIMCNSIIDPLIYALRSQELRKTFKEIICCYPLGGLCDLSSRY
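Test system: U2OS cells stably expressing human melanocortin 4 receptor (MC4R); also added: Melanotan II challenge; compound: 6.5 µM single dose; timing: 30-min compound preincubation, 1-h Melanotan II challenge, 1-h detection, room temperature; signal: Eu-cAMP/anti-cAMP TR-FRET, emission 671 nm; repeats: one well per compound, no replicates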
ABCB6 inh MLPCN = ABCB6 transporter inhibitors, primary screen, K562-ABCB6 cells, flow cytometry, MLPCN library | ATP-binding cassette sub-family B member 6 (Homo sapiens), Q9NP58 | K562-ABCB6 porphyrin accumulation, 1 h; stronger effect = lower value | fluorescence ratio to DMSO, % at 10 µM | 360,000 compounds, 0.19% hits | AID 602162, 2011;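 active = fluorescence ratio to DMSO below 75%, the collection mean minus 3 SD; inconclusive = too few cells collected in the well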;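 also: signal is porphyrin accumulated inside mitochondria; 100% equals median channel fluorescence of DMSO control wells; lower ratio means ABCB6 inhibition with less porphyrin fluorescence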
NOD2 RIPK2 PPI = NOD2-RIPK2 binding disruptors in cells, primary screen, fluorescence, CHO cells, BLA complementation; Receptor-interacting serine/threonine-protein kinase 2 (Homo sapiens), O43353; inhibition, % at 4.98 µM; 360,000 compounds, 0.38% hits; CCF4 ratio; in the data active = inhibition above about 21%;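 also: 0% = vehicle only and 100% = reference blocker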
Target sequence (O43353 whole entry, looked up): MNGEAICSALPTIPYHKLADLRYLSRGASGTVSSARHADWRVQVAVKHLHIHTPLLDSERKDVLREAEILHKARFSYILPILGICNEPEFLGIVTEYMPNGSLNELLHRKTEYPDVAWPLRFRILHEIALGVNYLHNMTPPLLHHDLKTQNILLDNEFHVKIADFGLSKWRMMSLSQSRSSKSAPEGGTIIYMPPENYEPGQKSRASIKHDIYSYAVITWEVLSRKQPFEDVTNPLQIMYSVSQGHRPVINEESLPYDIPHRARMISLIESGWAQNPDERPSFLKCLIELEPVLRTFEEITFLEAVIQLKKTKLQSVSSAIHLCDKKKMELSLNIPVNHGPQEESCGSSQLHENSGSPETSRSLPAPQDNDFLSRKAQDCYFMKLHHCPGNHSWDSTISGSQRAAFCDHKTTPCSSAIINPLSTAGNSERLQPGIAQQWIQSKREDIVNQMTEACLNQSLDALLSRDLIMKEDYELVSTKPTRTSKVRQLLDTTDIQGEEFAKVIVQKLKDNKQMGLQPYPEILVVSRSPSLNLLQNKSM
MC4R ag barr = MC4R agonists recruiting beta-arrestin, primary screen, cell-based, luminescence, agonist arm of biased-ligand search. activation, % at 8.9 µM. U2OS MC4R beta-arrestin complementation; percent of melanotan II response, DMSO zero. Melanocortin receptor 4 (Homo sapiens), P32245. 360,000 compounds, 0.98% hits;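 active = activation above a per-plate cutoff, the mean activation of sample wells on that plate plus 3 SD, cut at about 8% in these data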
TLR9-MyD88 inh = inhibitors of TLR9-MyD88 association in cells, primary screen, cell-based, CHO, BLA complementation, fluorescence | Toll-like receptor 9 (Homo sapiens) + Myeloid differentiation primary response protein … | CCF4 FRET ratio | inhibition, % at 4.98 µM | 340,000 compounds, 0.21% hits | AID 504734, 2011;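 active = inhibition above the mean over all tested compounds plus 3 SD, cut at about 21% in these data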;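 also: 0% = DMSO only wells and 100% = clavulanate BLA inhibitor control wells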
Glyco luc inh = increase of ERlucT glycosylation luciferase signal, primary screen, N-linked glycosylation inhibitor project, D54 ERlucT cells, luminescence, set 2; D54 ERlucT glycosylation luciferase reporter, 24 h; percent of 100 nM tunicamycin response; reporter increase, % at 12.5 µM; 360,000 compounds, 0.23% hits;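 active = mean luciferase reporter signal, scaled so untreated is 0 and the glycosylation-blocking control 100, at or above a set limit in every replicate; inconclusive = mean reaches the limit but not every replicate does; inactive = mean below the limit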;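 also: luciferase carries N-glycosylation sites so blocking glycosylation raises the light; 0% = median of neutral control wells and 100% = median of 100 nM tunicamycin wells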
An asterisk follows results filed as active; i = inactive; ? = inconclusive; . = not tested or not shown; & = joins results of further samples. A portion of the library (hit frequency here may not be typical).

No.	canonical_smiles	NCOA2 inhibitor	Glyco luc inh	HTR2A ag	TLR9-MyD88 inh	ABCB6 inh MLPCN	MC4R antag cAMP	ABHD5-PLIN5 inh	H9c2 protect	NOD2 RIPK2 PPI	MC4R ag barr
1	COc1ccc(NC(=O)CC2C(=O)OCC3CCCCN32)cc1Cl (configuration not stated)	-10	2	-1	-11	103	16	0	3	-7	-1.0
2	COC(=O)C1=C(C)NC(C)=C(C(=O)OC(C)C)C1c1cccc2nonc12 (configuration not stated)	-4&19	1	2	2	99	13	7	-8	-2	-0.2
3	CC1CCCN(C(=O)c2ccc([N+](=O)[O-])o2)C1 (configuration not stated)	14	1	5	-14	106	4	3	-2	1	0.3
4	COc1cc2c(cc1OC)CN(CCOc1ccc(Br)cc1)CC2	2	1	-14	2	99	14	-4	-6	1	-1.2
5	O=C(CN1C(=O)NC2(CCCCCC2)C1=O)Nc1ccc(Br)cc1Br	39	10	5	-9	106	-4	-1	-8	-1	-0.6
6	C=CCn1c(N)cc(=O)nc1SCC(=O)N1CCN(c2ccc(F)cc2)CC1	0	3	-4	7	92	1	-1	2	-6	0.1
7	Nc1nnc(-c2cccc(F)c2)s1	5	1	1	1	98	2	-4	1	1	0.4
8	COc1ccccc1NC(=O)Cn1cnc2sc(C(=O)Nc3cc(OC)c(OC)c(OC)c3)c(C)c2c1=O	-29	2	-3	-1	93	12	-2	-2	-11	-0.9
9	CC(C)(C)c1ccc(C(=O)NCCC(=O)N2CCCC2)cc1	-15	-5	6	-2	101	27	-1	0	5	-0.9
10	O=C(CCCOc1ccc(Cl)cc1Cl)NCc1ccccn1	-3	-1	5	-13	96	11	-2	2	-6	1.9
11	COc1ccc(-c2nc(CS(=O)CC(=O)NCc3ccc(Cl)cc3)c(C)o2)cc1 (configuration not stated)	19	2	2	-1	94	16	-2	-4	-2	-0.6
12	CCn1c2ccccc2c2nnc(SCC(=O)c3ccccc3)nc21	4	1	4	-2	101	-7	1	-4	-2	0.9

Arranged by value in MC4R antag cAMP (low to high): 3 from the list above
cpd	SMILES	MC4R antag cAMP
12	CCn1c2ccccc2c2nnc(SCC(=O)c3ccccc3)nc21	-7
6	C=CCn1c(N)cc(=O)nc1SCC(=O)N1CCN(c2ccc(F)cc2)CC1	1
2	COC(=O)C1=C(C)NC(C)=C(C(=O)OC(C)C)C1c1cccc2nonc12 (configuration not stated)	13

Next part
No.	canonical_smiles	NCOA2 inhibitor	Glyco luc inh	HTR2A ag	TLR9-MyD88 inh	ABCB6 inh MLPCN	MC4R antag cAMP	ABHD5-PLIN5 inh	H9c2 protect	NOD2 RIPK2 PPI	MC4R ag barr
13	O=[N+]([O-])c1nn(-c2ccc3c(c2)OCCO3)n(O)c1=NCc1ccccc1Cl	-35	0	1	-4	99	3	5	-6	-13	-1.7
14	O=C(CC1C(=O)NCCN1Cc1ccccc1)NCCCOc1cccnc1 (configuration not stated)	-13	2	6	3	95	-10	12	-5	-7	-2.2
15	CCOC(=O)CC1COCCN1Cc1cn[nH]c1-c1cc(OC)c(OC)c(OC)c1 (configuration not stated)	-39	10	-1	-2	98	4	-4	2	-1	1.0
16	CCCC(=O)Oc1ccccc1C1SCc2cc(C)c(C)cc2CS1	-3	-1	5	-1	89	10	-4	8	-2	16*
17	Cc1cc(C(=O)Nc2ccc(Cl)cc2)n(-c2ccccc2)n1	-23	-1	-1	-16	97	6	-2	-2	1	-1.4
18	O=c1ccc(-c2ccc(S(=O)(=O)Nc3ccccc3Cl)o2)n[nH]1	-6	1	4	-3	106	4	4	-1	2	-1.1
19	COC(=O)c1cc(-c2ccc(S(=O)(=O)N3CCCCC3)cc2)c(C(F)(F)F)s1	3	2	1	-4	92	15	4	-12	-4	-1.1
20	CCCC(=O)c1c[nH]c(C(=O)N2CCOCC2)c1	10	-1	2	-6	89	3	-3	7	-7	-1.7
21	C1=C(c2ccccc2)CCN(c2nc3ccccc3n3cnnc23)C1	12	4	-6	-11	89	-13	7	67*	-3	-0.1
22	COc1ccc(NC(=O)c2cccc(C#N)c2)cc1NS(=O)(=O)c1ccc(F)cc1	-6	4	-1	6	97	11	2	1	-13	-1.4
23	CC(C)C(=O)Nc1ccc(S(=O)(=O)Nc2ccccn2)cc1	-16	-1	-2	-5	99	8	3	-1	-14	-0.9
24	O=S(=O)(c1ccc(Cl)nc1)N1CCN(Cc2ccc3c(c2)OCO3)CC1	-6	-1	-1	-1	93	7	2	1	8	0.9

No.	canonical_smiles	NCOA2 inhibitor	Glyco luc inh	HTR2A ag	TLR9-MyD88 inh	ABCB6 inh MLPCN	MC4R antag cAMP	ABHD5-PLIN5 inh	H9c2 protect	NOD2 RIPK2 PPI	MC4R ag barr
25	C=CCNC(=S)N1CCN(Cc2ccc3c(c2)OCO3)CC1	-42	1	3	4	88	1	4	4	-9	-0.5
26	CC(C)CCn1c(Oc2ccccc2Cl)nc2c1c(=O)n(C)c(=O)n2C	-1	-6	-2	-17	94	10	3	3	3	0.6
27	Fc1ccccc1OCCCn1ccnc1	4	-4	0	-9	97	15	-1	8	7	3.1
28	COc1ccc(-c2noc(CCC(=O)NC3CCCCCC3)n2)cc1OC	-7	-1	3	-22	94	9	1	0	-11	-0.7
29	O=C(NC1CCCc2ccccc21)C1CCN(S(=O)(=O)c2cccc3nsnc23)CC1 (configuration not stated)	-22	0	8	-1	89	5	2	-2	-12	-3.0
30	COc1cccc(CN2CCN(Cc3cccc4nonc34)CC2CCO)c1 (configuration not stated)	-42	-1	3	6	96	4	-1	-6	-10	1.1
31	COCCN1Cc2cccc(C(=O)Nc3ccc(S(=O)(=O)N4CCOCC4)cc3)c2C1=O	12	0	0	0	81	8	-4	2	-5	-2.2
32	O=C(Nc1cccc([N+](=O)[O-])c1)c1ccc([N+](=O)[O-])o1	10	?	-5	3	98	3	-12	-23	1	-0.9
33	NC(=O)C1=C[C@@H](c2ccc(C(F)(F)F)cc2)C[C@@H](OCCCCO)O1	5	4	1	2	101	5	0	1	7	-0.6
34	O=C(Nc1nnc([C@H]2C[C@H](O)[C@@H](CO)O2)s1)NC(c1ccccc1)c1ccccc1	-8	1	5	.	85	0	5	0	0	2.4
35	COc1cccc(NC(=O)C(C)OC(=O)c2n[nH]c3ccccc23)c1 (configuration not stated)	-9	0	-3	4	97	6	-6	-3	-5	1.9
36	Cc1ccc(Nc2nnc(SCC(=O)NCc3ccco3)s2)cc1	-11	-2	1	10	111	-2	3	4	-5	1.5

No.	canonical_smiles	NCOA2 inhibitor	Glyco luc inh	HTR2A ag	TLR9-MyD88 inh	ABCB6 inh MLPCN	MC4R antag cAMP	ABHD5-PLIN5 inh	H9c2 protect	NOD2 RIPK2 PPI	MC4R ag barr
37	CCn1ccnc1CN(C)C(=O)CCc1nnc(CCC2CCCCC2)o1	-32	2	4	-4	99	9	1	-3	-7	0.1
38	Cc1[nH]c2ccc(C(=O)NCc3ccccn3)cc2c1C	-26	0	1	12	104	-6	0	0	-8	-1.3
39	CC(=O)Nc1ccccc1C(=O)N1CCN(Cc2ccccc2)CC1	-11	-1	4	-3	94	27	-6	2	-16	-0.9
40	CCOc1ccccc1NC(=O)Cn1cnc2c(cnn2-c2ccc(C)c(C)c2)c1=O	-41	1	1	6	i	8	-1	-5	-3	-1.2
41	Nc1ccc2cn[nH]c2c1	5	9	4	-1	97	0	2	-16	-9	0.9
42	COc1cccc(C(=O)Nc2ccc(NC(=O)C3C4C=CC(C4)C3C(=O)O)cc2)c1 (configuration not stated)	-27	-4	2	5	100	-2	4	-5	-3	1.6
43	O=C(COc1ccc2ccccc2c1)NNC(=O)Cc1cccc2ccccc12	-18	1	4	6	92	15	1	-8	5	0.7
44	O=C(c1ccsc1)N1CCN(C(=O)c2cccs2)CC1	5	-1	1	0	96	4	3	-10	-6	0.5

Marked active in MC4R ag barr, of those listed so far:
nr | SMILES | NCOA2 inhibitor | Glyco luc inh | HTR2A ag | TLR9-MyD88 inh | ABCB6 inh MLPCN | MC4R antag cAMP | ABHD5-PLIN5 inh | NOD2 RIPK2 PPI | MC4R ag barr
16 | CCCC(=O)Oc1ccccc1C1SCc2cc(C)c(C)cc2CS1 | -3 | -1 | 5 | -1 | 89 | 10 | -4 | -2 | 16*

Structural class: the compounds so far containing a CF3 group (2)
No.	canonical_smiles	NCOA2 inhibitor	Glyco luc inh	HTR2A ag	TLR9-MyD88 inh	ABCB6 inh MLPCN	MC4R antag cAMP	ABHD5-PLIN5 inh	H9c2 protect	NOD2 RIPK2 PPI	MC4R ag barr
19	COC(=O)c1cc(-c2ccc(S(=O)(=O)N3CCCCC3)cc2)c(C(F)(F)F)s1	3	2	1	-4	92	15	4	-12	-4	-1.1
33	NC(=O)C1=C[C@@H](c2ccc(C(F)(F)F)cc2)C[C@@H](OCCCCO)O1	5	4	1	2	101	5	0	1	7	-0.6

Screening data as filed in PubChem BioAssay.
